AmpC det inh: Promiscuous and Specific Inhibitors of AmpC Beta-Lactamase (assay with detergent) | Potency, µM (highest dose often 28.7 µM), for the others: at the top dose activity change, negative = inhibition | 0.09% of 71,000 active | P00811 | purified AmpC, nitrocefin hydrolysis with detergent; active means well fitted curve in the direction sought with a large enough effect
Target sequence (P00811 whole entry, looked up): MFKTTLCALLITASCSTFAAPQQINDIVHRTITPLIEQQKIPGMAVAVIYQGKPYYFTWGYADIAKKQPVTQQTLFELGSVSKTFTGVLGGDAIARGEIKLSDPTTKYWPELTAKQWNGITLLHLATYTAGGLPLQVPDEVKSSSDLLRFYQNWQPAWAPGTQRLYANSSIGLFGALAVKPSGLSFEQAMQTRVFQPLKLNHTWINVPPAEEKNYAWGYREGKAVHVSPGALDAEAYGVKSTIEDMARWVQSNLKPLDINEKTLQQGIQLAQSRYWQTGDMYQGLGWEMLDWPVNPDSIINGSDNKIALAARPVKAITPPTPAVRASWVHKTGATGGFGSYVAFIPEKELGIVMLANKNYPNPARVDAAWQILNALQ
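E. coli AmpC (5.3 nM) in 20 mM phosphate pH 7.0 with 0.01% Triton X-100, preincubated 15 min RT with compound; nitrocefin (2 uL of 800 uM stock) hydrolysis followed by 480 nm absorbance every 20 s over 4 min.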
* hit, by the source's call; & = joins results of further samples; [ ] = remark or other dose. On the % scale 0 is the no-effect control and ±100 the full control effect; potency means the concentration at half of the fitted maximal effect. Only part of the results is shown, so the mix of outcomes need not match the whole.

compound,AmpC det inh
CC(NC(=O)c1cc(-c2ccc(Br)cc2)on1)c1ccccc1 (stereo unspecified),9%
CCCC1(C(=O)OCC)NC(c2ccc(N(C)C)cc2)C2C(=O)N(c3ccccc3)C(=O)C21 (stereo unspecified),-2%
CC1CCCN(C(=O)CSc2nnc(-c3cccnc3)n2C2CCCCC2)C1 (stereo unspecified),8%
O=C(O)/C(=C\c1ccccc1)Cc1ccccc1,-3%[5.75 µM]
COC(=O)c1ccc(CN2C(=O)c3ccccc3S2(=O)=O)cc1,-1%
O=C(Nc1cccnc1)C1CC(c2ccc(Cl)c(Cl)c2)=NO1 (stereo unspecified),-3%
Cn1c(=O)[nH]c(=O)c2c1ncn2CCN1CCCCC1,8%
CCCc1nc(C)c(-c2ccc(OC)c(OC)c2)c(=O)[nH]1,13%
CCOC(=O)c1cccc(NC(=O)CCc2nc(-c3ccccc3F)no2)c1,-4%
O=C(Nc1ccccn1)c1cccc(S(=O)(=O)N2CCCCC2)c1,0%

(further entries)
compound,AmpC det inh
Cc1cc(C)c2[nH]c(=O)c(C(c3nnnn3Cc3ccc4c(c3)OCO4)N3CCCCC3)cc2c1 (stereo unspecified),10%
O=C(Nc1ccccc1)N(CCCN1CCOCC1)Cc1ccccc1F,1%
COc1ccc(OC)c2sc(N3CCN(c4ccccc4)CC3)nc12,3%
O=C(c1cnccn1)N1CCC2(CC1)CN(C(c1ccccc1)c1ccccc1)C2,0%
Cc1ccc(S(=O)(=O)N2CCN(C(=O)c3ccccc3)C2C(C)C)cc1 (stereo unspecified),9%
O=C1CSC(c2cn(-c3ccccc3)nc2-c2ccccc2)N1Cc1ccco1 (stereo unspecified),-4%
COc1ccc(OC)c(-c2nnc(SCC(=O)N3CCCc4ccccc43)o2)c1,-1%
CC(C)Sc1nnc([C@H](C)NC(=O)OC(C)(C)C)o1,-2%
CCOCCCNC(=O)C1CCN(S(=O)(=O)N2CCCCC2)CC1,0%
c1ccc(-c2ccc(N3CCCC4(CCNCC4)C3)cc2)cc1,-4%

More entries follow:
compound,AmpC det inh
CC1Cn2c(nnc2-c2cc3ccccc3cc2O)S1 (stereo unspecified),-1%
Cc1cc(O)c(-c2cc(C(=O)NCc3ccc4c(c3)OCO4)[nH]n2)cc1C,-4%
O/N=C1\CCC2CN(C3CCCCC3)CC2C1 (stereo unspecified),10%
C[C@@H]1C[C@@]2(C)Oc3ccccc3[C@H]3OC[C@]1(COC(=O)Nc1ccccc1)[C@@H](C)[C@@H]32,2%
CCOC(=O)c1c(NC(=O)CSc2n[nH]c(-c3ccco3)n2)sc(C)c1C,-2%
CCc1ccccc1S(=O)(=O)Cc1ccc(C(=O)NC(C)C)o1,5%
Cc1ccc(N2CCN(c3ccc(C)cc3)C2c2ccncc2)cc1,-1%
NCCC[C@@H](CC(=O)N[C@@H]1CCNC[C@H]1C(=O)N[C@H](CC(=O)N[C@@H](CCC(=O)O)CC(=O)O)Cc1c[nH]c2ccccc12)NC(=O)C[C@H](Cc1c[nH]c2ccccc12)NC(=O)[C@@H]1CNCC[C@H]1N,-6%
ClC=CCl,4%
Cc1ccc(NC(=O)NCCCN2CCOCC2)cc1,-5%

The list goes on.
compound,AmpC det inh
COc1cc(OC)nc(NC(=O)CN2CCN(c3ccc(F)cc3)CC2)n1,-7%
NC(=O)c1ccc[n+]([C@@H]2O[C@H](COP(=O)([O-])OP(=O)(O)OC[C@H]3O[C@@H](n4cnc5c(N)ncnc54)[C@@H](O)[C@@H]3O)[C@@H](O)[C@@H]2O)c1,-1%[12.8 µM]
O=C(CSc1ccccc1C(=O)NCCCN1CCCC1=O)NCc1ccco1,-1%
Cc1ccc(C(=O)CSc2nnc(-c3ccco3)o2)o1,-5%
COc1ccc(C(=O)O)cc1S(=O)(=O)Nc1cccc(C)c1,-2%
O=C(CCNC(=O)Cn1cnc2ccccc2c1=O)NCC1COc2ccccc2O1 (stereo unspecified),-1%
O=C1N=C(N2CCOCC2)S/C1=C1\C(=O)N(Cc2ccccc2)c2ccc(Br)cc21,-1%
Cc1ccc(C)c(-n2c(SCC(=O)Nc3nnc(C)s3)nnc2-c2ccoc2C)c1,-1%
O=C(CCNS(=O)(=O)c1ccc(Br)cc1)NCc1ccc2c(c1)OCO2,-6%
CSC1=NC2(CCCCC2)C2=C(CCCC2)N1,-3%

Already shown: entries from further up.
compound,AmpC det inh
COc1cc(OC)nc(NC(=O)CN2CCN(c3ccc(F)cc3)CC2)n1,-7%
NC(=O)c1ccc[n+]([C@@H]2O[C@H](COP(=O)([O-])OP(=O)(O)OC[C@H]3O[C@@H](n4cnc5c(N)ncnc54)[C@@H](O)[C@@H]3O)[C@@H](O)[C@@H]2O)c1,-1%[12.8 µM]
O=C(CSc1ccccc1C(=O)NCCCN1CCCC1=O)NCc1ccco1,-1%
Cc1ccc(C(=O)CSc2nnc(-c3ccco3)o2)o1,-5%
COc1ccc(C(=O)O)cc1S(=O)(=O)Nc1cccc(C)c1,-2%
O=C(CCNC(=O)Cn1cnc2ccccc2c1=O)NCC1COc2ccccc2O1 (stereo unspecified),-1%
O=C1N=C(N2CCOCC2)S/C1=C1\C(=O)N(Cc2ccccc2)c2ccc(Br)cc21,-1%

A draw from above in order of molar mass, ascending:
compound,AmpC det inh
Cc1ccc(C(=O)CSc2nnc(-c3ccco3)o2)o1,-5%
COc1ccc(C(=O)O)cc1S(=O)(=O)Nc1cccc(C)c1,-2%
O=C1N=C(N2CCOCC2)S/C1=C1\C(=O)N(Cc2ccccc2)c2ccc(Br)cc21,-1%

(further entries)
compound,AmpC det inh
Oc1ccc(N2CCN(c3ncnc4sc5c(c34)CCC5)CC2)cc1,18%
CCc1nc2ccccc2n1CC(=O)N1CCN(S(=O)(=O)c2cccc(C(F)(F)F)c2)CC1,4%
CC(=O)Nc1ccc(SCC(=O)N(CCC#N)c2ccc(C)cc2)cc1,-5%
O=C1OCCC1Sc1ncnc2sc3c(c12)CCC3 (stereo unspecified),9%
CCC1CCCCN1S(=O)(=O)c1ccc(C(=O)Nc2nnc(-c3ccccc3Cl)o2)cc1 (stereo unspecified),-4%
CCSc1nnc([C@@H](N)Cc2c[nH]c3ccccc23)o1,0%
COc1ccc(Cl)cc1C(=O)Nc1ccc2c(c1)OCO2,-3%
c1coc(CSCc2cn3cccnc3n2)c1,-1%
COc1ccc(C2C(C(=O)NCc3ccccn3)c3ccccc3C(=O)N2C)cc1OC (stereo unspecified),-1%
O=C(N1CCOCC1)N(Cc1ccccc1)c1ccccn1,-1%

Additional compounds:
compound,AmpC det inh
Cn1cnc2c(NCc3ccccc3)nc(NCCO)nc21,-2%&-2%
COc1ccc(C2C(C#N)=C(N)OC3=C2C(=O)CC(C)C3)c(OC)c1OC (stereo unspecified),9%
COc1cccc2c(C)c(C(=O)O)[nH]c12,10%
COc1ccc(NS(=O)(=O)c2ccc(O)c(C(=O)OCC(=O)N3CC(C)OC(C)C3)c2)cc1 (stereo unspecified),-4%
Nc1cccc(C(=O)Nc2ccco2)c1,16%
N#Cc1nc(-c2ccccc2)oc1NCCN1CCCCC1,-5%
CC(C)c1nc(SCc2ccccn2)c2c(=O)n(C)c(=O)n(C)c2n1,11%
C=C[C@@]1(C)CC(=O)[C@@]2(O)[C@@]3(C)[C@@H](O)CCC(C)(C)[C@@H]3[C@H](O)[C@H](OC(C)=O)[C@@]2(C)O1,-2%
COC(=O)COc1ccc(S(=O)(=O)N2CCOCC2)cc1,0%
O=C(Cc1cn2ccsc2n1)OCc1ccccc1,11%

More entries follow.
compound,AmpC det inh
Cc1nc(SCC(C)C)[nH]c(=O)c1Cc1ccccc1,-4%
Cc1ccccc1CSc1nnc(-c2ccccn2)n1N,-2%
C=C(C)COc1ccc(-c2n[nH]c(C)c2-c2ccccc2)c(O)c1,6%
CCOC(=O)c1cnc(SCC(=O)Nc2nnc(CC)s2)nc1N,11%
CCC(C)[C@H](NC(=O)NCc1cccc(OC)c1)C(=O)O (stereo partly specified),-4%
CCOC(=O)c1cnc2ccc(C(=O)OC)cc2c1NCc1ccco1,-5%
ClC(Cl)Cl,8%
COc1cccc(Cn2c(=O)c(-c3cccc(C#N)c3)nc3cnc(N4CCOCC4)nc32)c1,0%
Cc1noc(C)c1C(=O)NC(C)c1ccc2c(c1)OCO2 (stereo unspecified),3%
CSc1cccc(NC(=O)CSc2ccccc2)c1,-6%

Further entries follow.
compound,AmpC det inh
Cc1cc(C)cc(NC(=O)CSc2nnc(-c3ccccc3Br)o2)c1,-4%
COc1cccc(C(=O)NC2CCN(CC(=O)NCc3ccccc3OC)CC2)c1,3%
Cc1ccc(-c2nc3cc(N)ccc3o2)cc1,7%
O=C(Nc1ccccc1)N1CC=C(c2ccc(F)cc2)CC1,-3%
CCCCOc1ccc(-c2nnn(C(C)C(=O)OCC)n2)cc1 (stereo unspecified),-4%
O=C(O)C1CCCN1C(=O)OCc1ccccc1 (stereo unspecified),10%
COc1ccc(N2CCN(C(=O)c3cc4c(-c5ccc(Cl)cc5)nn(C)c4s3)CC2)cc1,12%
COc1cc(COCC(O)CN2CCOCC2)cc(OC)c1OC (stereo unspecified),2%
O=C(NCCCN1CCCCC1)c1ccc2c(=O)n(CCc3ccccc3)c(=O)[nH]c2c1,-1%
O=C(CC(NS(=O)(=O)c1ccc(Cl)cc1)c1ccco1)NCc1ccco1 (stereo unspecified),-3%

The listing continues:
compound,AmpC det inh
Cc1onc(-c2ccccc2Cl)c1C(=O)N1CCN(c2ccccc2)CC1,-4%
CN(C)C1=C(C#N)C(c2ccccc2)=NP(N(C)C)(N(C)C)=N1,-3%
CCc1cc(=O)oc2cc(OCc3nn[nH]n3)ccc12,8%
CC(=O)Nc1ccc(OC(=O)N2CCCCC2)cc1,0%
COCCn1c(C)c(C(=O)O)sc1=S,6%
COc1ccc(-c2ccc(N)[n+](CCCC(=O)O)n2)cc1,-3%[12.8 µM]
COC(=O)C1=C(C)Nc2ncnn2C1c1ccc(OCc2ccccc2)cc1 (stereo unspecified),2%
COC(=O)C1=C(C)OC(N)=C(C#N)C1c1cc(OC)ccc1OC (stereo unspecified),1%
Cc1c(NC(=O)C2(C)CCCCC2)c(=O)n(-c2ccccc2)n1C,4%
Nc1ccc(S(=O)(=O)N2CCCc3ccccc32)cc1,9%

Continuation.
compound,AmpC det inh
O=C(NC(c1ccccc1)c1ccccc1)N1CCN(CCO)CC1,-1%
CC(C)CCON=O,6%
CCOC(=O)CCc1c(C)nc2c(c(C)nn2C(C)(C)C)c1C,13%
CCCc1cc(C(=O)NC2CCCC2)no1,2%
CCCCSc1nc2c(c(=O)[nH]c(=O)n2C)n1CCc1ccccc1,8%
COc1cccc(-n2nnc3c(=O)n(C/C=C/c4ccccc4)cnc32)c1,7%
O=C(CSc1nnc(COc2ccc(Cl)cc2)n1Cc1ccco1)c1ccccc1F,-1%
O=Cc1cccc(Br)c1,10%
Cc1nc2ccccc2nc1OCC(=O)NCc1ccc2c(c1)OCO2,-4%
CCOC(=O)C1CCN(C(=O)c2ccc(Br)o2)CC1,0%

The list continues.
compound,AmpC det inh
CCc1ccc(CC)c(S(=O)(=O)Nc2ccc(C(=O)O)c(O)c2)c1,-4%
Cc1ccc(-n2c(O)c(C=NC3CCCCC3N)c(=O)[nH]c2=O)cc1C (stereo unspecified),-6%
CN(C)S(=O)(=O)c1ccc2nc(NC(=O)c3cccnc3)sc2c1,-2%
CC(C)c1ccc2oc(-c3cc(N)ccc3O)nc2c1,-2%
CCn1c(=O)cc(OCC(=O)N2CCN(C(=O)c3ccco3)CC2)c2ccccc21,16%
C=CCn1c(CCC(=O)O)ccc1-c1ccccc1,-1%
CC(=O)c1ccccc1[N+](=O)[O-],7%
O=C(CSc1nnc2ccccn12)Nc1ccccc1C(=O)NC1CC1,1%
N#CCCn1c(=O)cnc2cnc(Oc3ccccc3)nc21,-1%
COc1ccc(-n2c(=O)c(C)nc3cncnc32)cc1,-1%

(further entries)
compound,AmpC det inh
CCn1nnc(NC(=O)COc2cc(C)ccc2C(C)C)n1,15%
O=C(c1ccncc1)N1CCC[C@@]2(CCN(Cc3ccccc3)C2)C1,-4%
O=C(COC(=O)c1cnccn1)Nc1ccc2c(c1)OCO2,0%
O=C(Nc1cccnc1)C1CCCN1S(=O)(=O)c1ccc(Cl)c(Cl)c1 (stereo unspecified),-4%
COc1cc(OC)c(C(=O)Oc2ccc3c(c2)OCO3)cc1OC,-2%
COc1ccc(CCn2c(=S)[nH]c3cc(C(=O)NCc4ccco4)ccc3c2=O)cc1OC,-5%
CC(C#N)Sc1ncnc2sc3c(c12)CCC3 (stereo unspecified),-2%
Cc1ccc2cc(C(c3nnnn3C3CCCC3)N(Cc3ccccc3)Cc3ccco3)c(=O)[nH]c2c1 (stereo unspecified),6%
O=C(O)CSc1nc(-c2ccccc2)nc2c1oc1ccccc12,-2%
Cc1ccccc1OCC(=O)NCCC(=O)O,-6%

Going on with the list.
compound,AmpC det inh
CCOC(=O)CCC(NC(=O)c1ccc(NCN2C(=O)CCC2=O)cc1)C(=O)OCC (stereo unspecified),-5%
CC(=O)N1SC(N)=NC1c1ccccc1 (stereo unspecified),-3%
O=C(CSc1nnc(-c2ccccn2)n1Cc1ccco1)c1ccccc1,-3%
COc1ccc(CCNc2nc(N3CCCCC3)nc(N3CCCCC3)n2)cc1OC,-7%
COc1cc(OC)cc(OCC(O)Cn2cnc(-c3ccccc3)c2)c1 (stereo unspecified),0%
CCCc1nnc2n1N=C(c1ccc(OC)c(OC)c1)CS2,-3%
O=C(Cc1ccccc1)OC(COCc1ccccc1)CN1CCOCC1 (stereo unspecified),-1%
Cn1c(=O)c2cc(S(=O)(=O)NCCC(=O)N3CC=C(c4ccccc4)CC3)ccc2n(C)c1=O,10%
Clc1ccc(CN2C3=NCCN3c3ccccc32)cc1Cl,6%

Screening data as filed in PubChem.
